BCR signal inh – chronic active BCR signaling inhibition; ABC-DLBCL IkBa-CBG/CBR reporter, luminescence ratio, 4 h; Potency, µM (top dose mostly 46.1 µM), for inactives: at the top dose ratio change, negative = lower green/red ratio, usual class: inhibitors; 0.05% of 340,000 active; active means well fitted inhibition curve with a large enough effect in the signal ratio, with a control signal flat, not every such curve was filed as active; inconclusive means small, poorly fitted or top-dose-only effect, or effect the other way, or a change in a side signal; the % refers to the signal ratio;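 further: potency means the concentration at half of the fitted maximal effect; plate controls were basal doxycycline-induced cells for no effect and cells given 10 µM MG132 for full effect; MG132 reads +100%, hits lower the ratio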
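TMD8 ABC-DLBCL cells carrying doxycycline-inducible green luciferase fused to IkappaBalpha plus unfused red luciferase were exposed to compounds (up to 46 uM) for 4 hrs at 37C. Activity came from the overlap-corrected green/red luminescence ratio.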
PTAP TSG101 blk – blocks PTAP/TSG101 interaction to inhibit HIV-1 budding; Q99816; Fluorescence polarization, FITC-PTAP peptide / Tsg101 binding; Potency, µM (titrated, usually from 115 µM), without a hit: at the highest dose activity change, negative = inhibition, most hits filed as inhibitors; 340,000 tested, under 10 active; active means well fitted inhibition curve with a large enough effect in the main read-out, with a control signal flat, not every such curve was filed as active; inconclusive means small, poorly fitted or top-dose-only effect, or effect the other way, or a change in a side signal; inactive means no such curve, though single readings can be large or run the other way; further: potency means the concentration at half of the fitted maximal effect; % of control where 0% means no effect
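Tsg101 binding domain (10 uM final) was mixed with compound and a FITC-labeled PTAP peptide (50 nM final) in HEPES pH 7.5 buffer with NaCl, Tween 20, EDTA and TCEP; fluorescence polarization was read after 20 min at r.t.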
Eya2 phos inh – inhibitors of human Eya2 phosphatase activity; O00167; recombinant Eya2, OMFP fluorescence dephosphorylation (OMFP is methylfluorescein phosphate); Potency, µM (highest dose often 76.9 µM), for inactives: top-dose activity, negative = inhibition, actives largely listed as inhibitors; 0.006% of 330,000 active; further: potency means the concentration at half of the fitted maximal effect; on the % scale 0 is the no-effect control and ±100 the full control effect
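Eya2 protein (added as 0.2 uM solution) was preincubated with compound for 10 min at ambient temperature in 50 mM HEPES pH 7.5, 50 mM NaCl, 5 uM MgCl2, 0.05% BSA, 1 mM DTT. OMFP (added at 50 uM) then reacted 10 min; fluorescence read at 485/525 nm.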
AT treatment – potential ataxia-telangiectasia treatments restoring KAP-1 phosphorylation; […] A-T fibroblasts, KAP-1 phosphorylation AlphaLISA; neocarzinostatin DNA damage 30 min before lysis; Potency, µM (top dose mostly 57.5 µM), inactives show top-dose activation, most hits filed as activators; 0.19% of 320,000 active; further: potency means the concentration at half of the fitted maximal effect; % of control where 0% means no effect; nearly all actives have a fitted effect of over 45% in size
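hTERT-immortalized A-T patient fibroblasts ([…]), 500 cells/well in OPTI-MEM, 1% FBS, got compounds for 60 min, then NCS for 30 min at 37C. Lysates were then assayed for phospho-KAP-1 by AlphaLISA (anti-pKAP1 donor, anti-KAP1 acceptor beads), 6 hr at 25C.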
TSHR antagonist – antagonists of human thyroid stimulating hormone receptor; P16473; TSHR-expressing cells, TSH-stimulated cAMP HTRF, 2 h; stronger effect = lower value; activity change, negative = inhibition, % at 11.5 µM; 0.2% of 330,000 active; AID 504810;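 active means activity change below a set negative limit, meaning inhibition stronger than a set level, cut at about -70% in these data; inconclusive means activity change between two set negative limits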; further: on the % scale 0 is the no-effect control and ±100 the full control effect
Target sequence (P16473 whole entry, looked up): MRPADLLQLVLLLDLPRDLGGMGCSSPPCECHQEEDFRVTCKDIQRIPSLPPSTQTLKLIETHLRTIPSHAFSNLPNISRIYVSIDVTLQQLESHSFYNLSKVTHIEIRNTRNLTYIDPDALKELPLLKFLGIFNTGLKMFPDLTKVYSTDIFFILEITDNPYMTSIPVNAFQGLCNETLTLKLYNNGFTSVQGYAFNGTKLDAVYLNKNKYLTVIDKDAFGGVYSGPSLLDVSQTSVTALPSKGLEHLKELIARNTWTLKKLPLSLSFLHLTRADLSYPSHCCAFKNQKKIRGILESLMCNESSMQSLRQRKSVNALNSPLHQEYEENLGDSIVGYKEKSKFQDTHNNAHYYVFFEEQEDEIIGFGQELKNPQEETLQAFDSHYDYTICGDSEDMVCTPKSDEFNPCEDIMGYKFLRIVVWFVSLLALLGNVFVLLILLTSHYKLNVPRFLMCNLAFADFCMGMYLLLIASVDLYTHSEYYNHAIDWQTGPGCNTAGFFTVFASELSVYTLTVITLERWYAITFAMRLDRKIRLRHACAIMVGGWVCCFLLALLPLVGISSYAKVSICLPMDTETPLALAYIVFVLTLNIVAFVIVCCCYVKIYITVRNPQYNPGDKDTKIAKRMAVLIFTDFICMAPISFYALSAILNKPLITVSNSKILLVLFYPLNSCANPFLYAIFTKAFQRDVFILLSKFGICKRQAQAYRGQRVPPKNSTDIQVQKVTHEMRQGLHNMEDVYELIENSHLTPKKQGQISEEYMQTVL
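Freshly harvested TSHR cells receive pin-tooled compound, then EC80 TSH at 4nM final. After 2 hours at 37 deg C, antibody in lysis buffer and cAMP-d2 are added; 30 minutes at ambient temperature precede the HTRF read.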
Mito fusion act – mitochondrial division inhibition or fusion activation | S. cerevisiae fusion-defective mutant growth rescue, CellTiterGlo 48 h | Potency, µM (top dose mostly 46.1 µM), without a hit: top-dose growth rescue (activation), actives largely listed as activators | 0.23% of 320,000 active;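 further: potency means the concentration at half of the fitted maximal effect; % of control where 0% means no effect; nearly all actives have a fitted effect of over 45% in size; temperature-sensitive fusion mutants such as fzo1-1 at 37 °C on non-fermentable ethanol glycerol medium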
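Yeast fusion mutant, YPEG (non-fermentable carbon), compound, 48 h at 37C non-permissive; CellTiterGlo added, 10 min RT, luminescence read. Rescued growth = division inhibition.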
ELG1 repair inh – ELG1-dependent DNA repair inhibition; HEK293T ELG1-luciferase reporter, luminescence, 16 h; DNA damage induced by 5-fluorouridine; Potency, µM (series often up to 46.1 µM), without a hit: top-dose activity change, negative = inhibition, actives largely listed as inhibitors; 2.3% of 330,000 active; AID 504467; further: potency means the concentration at half of the fitted maximal effect; on the % scale 0 is the no-effect control and ±100 the full control effect; nearly all actives have a fitted effect of over 55% in size
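Reporter activity after DNA damage by 5-fluorouridine is monitored. Compound-treated cells incubate 16 hr at 37 °C, then ONE-Glo is added for 30 min before luminescence reading.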
Integrin act MD – integrin-mediated muscular dystrophy alleviation activation. 0.064% of 350,000 active. alpha7betagal myoblasts, beta-gal FDG fluorescence, 48 h. Potency, µM (titrated, usually from 38.3 µM), inactives show at the top dose activation, hits mostly activators. AID 624291;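 further: potency means the concentration at half of the fitted maximal effect; 100% = response of the positive control SU9516; nearly all actives have a fitted effect of over 60% in size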
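alpha7betagal+/- myoblasts (passage 13, 250/well) treated 48 h at 37C with compounds at 1:260 dilution of DMSO stock. Lysed, then beta-galactosidase activity read as FDG fluorescence (ex 480/em 540) after 30 min, with pre-read for autofluorescence.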
S-ASM inh – human S-ASM enzyme inhibition | P17405 | 0.006% of 340,000 active | placental ASM, HMU-PC fluorogenic substrate, 60 min | Potency, µM (doses to about 57.5 µM), inactives show top-dose activity change, negative = inhibition, actives largely listed as inhibitors; further: potency means the concentration at half of the fitted maximal effect
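Fluorogenic HMU-PC substrate (9 uM final) is turned over by placental ASM in 60 min at 37 C after a 10 min compound preincubation. Reaction ended by alkaline stop (pH 10), with fluorescence read at 386/447 nm.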
TCR activator – T cell receptor activation; Potency, µM (highest dose often 9.22 µM), inactives show at the top dose activation of IL-2 secretion, hits mostly activators; primary human leukocytes, anti-CD3, IL-2 HTRF, 48 h; 330,000 tested, under 10 active; further: % of control where 0% means no effect
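1) Mix primary human leukocytes, a-CD3 beads and compound. 2) Incubate 48 hr. 3) Add HTRF IL-2 reagents (a-IL-2-K, a-IL-2-d2).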
Tb PFK block – T. brucei PFK enzyme inhibition; O15648; T. brucei PFK, ADP-Glo luminescence; Potency, µM (doses to about 57.5 µM), without a hit: at the top dose activity, negative = inhibition, most hits filed as inhibitors; 0.17% of 330,000 active;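 further: potency means the concentration at half of the fitted maximal effect; 0% = uninhibited 1x PFK enzyme wells and -100% = no-enzyme wells; nearly all actives have a fitted effect of over 60% in size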
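In TEA buffer at pH 8.0 with 5 mM MgCl2, enzyme (1.25 nM) converted F6P (0.5 mM) and ATP (0.1 mM) for 45 min at room temperature. ADP product was read by luciferase luminescence.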
* hit, by the source's call; ? = inconclusive; . = no result given; [ ] = dose if it differs, or a comment. Unless noted, the call rests on the fitted dose curve; in most records, active means well fitted curve in the direction sought with a large enough effect; inconclusive means small, poorly fitted or top-dose-only effect, or another doubt; inactive means no such curve, though single readings can be large; an effect the other way counts as inactive or inconclusive.

SMILES	BCR signal inh	PTAP TSG101 blk	Eya2 phos inh	AT treatment	TSHR antagonist	Mito fusion act	ELG1 repair inh	Integrin act MD	S-ASM inh	TCR activator	Tb PFK block
Cn1c(-c2ccc(F)cc2)cnc1NCc1cccc([N+](=O)[O-])c1	-7%	-5%	-4%	-3%	8	-13%	2%	12%	-4%	1%	-10%
Oc1ccccc1C=Nc1cccc2ccccc12	-14%	-9%	-21%	5%	-8	0%	-23%	0%	8%	2%	1%
Cc1cc(C)c2nc(N3C(=O)C(O)=C(C(=O)c4ccco4)C3c3ccco3)sc2c1 (stereo not drawn)	0%	-2%	-1%	-3%	100	22%	-15%	-30%	21%	-5%	-1%
Cc1nnc(N2CCCC(C(=O)NCc3ccc(OC(C)C)cc3)C2)c2nn(-c3ccccc3)c(C)c12 (stereo not drawn)	?	-3%	-2%	-2%	-4	-4%	?	-51%[inhibitor]	15%	-2%	-1%
COCC(=O)Nc1cc(C(=O)OC)cc(C(=O)OC)c1	2%	-11%	13%	6%	6	0%	-9%	4%	2%	3%[46.1 µM]	-1%
CCOC1Cc2ccccc2N(C(N)=O)c2ccccc21 (stereo not drawn)	?	-7%	-24%	-1%	-5	-3%	-1%	5%	1%	5%	2%
CC(=O)Nc1cccc(N2C(=O)CC(N3CCC(C(=O)N4CCCCC4)CC3)C2=O)c1 (stereo not drawn)	12%	-6%	-5%	-4%	1	0%	4%	7%	3%	-1%	6%
CC1(C)Cc2c(sc3nc(SCC(=O)O)nc(N)c23)CO1	8%	0%	8%	2%	-5	1%	6%	19%	2%	2%	-3%
COc1cccc(NC(=O)[C@@H]2CCC(=O)N2C2OC(=O)c3ccccc32)c1 (stereo partly drawn)	0%	-1%	0%	-1%	3	1%	-11%	-8%	0%	-5%	-9%
COc1ccc(-n2c(SCc3ccc([N+](=O)[O-])cc3)nnc2-c2ccccc2)cc1	0%	-4%	-6%	.	133	20%	?	-12%	-4%	-11%[46.1 µM]	-9%
O=C(Cc1c(F)cccc1Cl)Nc1ccon1	3%	-4%	-27%	2%	1	-9%	9%	-7%	-1%	.	-4%
CC(C(=O)N1CCCCC1)N(C)CC(=O)Nc1ccc(Cl)cc1 (stereo not drawn)	0%	-2%	-6%	2%	-1	2%	-13%	0%	-2%	-3%	1%
O=C(Nc1ccccc1N1CCN(C(=O)c2ccccc2)CC1)c1cccc(Cl)c1	?	0%	4%	-23%	0	11%	?	34%	-3%	-6%	-2%
CCOc1cc(C(=O)Nc2ccc(F)cc2)cc(Br)c1OC	?	-3%	-26%	-3%	-15	12%	?	21%	-7%	-7%[46.1 µM]	-1%
COc1cccc(-c2nc(CSCC(=O)NCC3CCCO3)c(C)o2)c1 (stereo not drawn)	-1%	0%	19%	4%	-6	-1%	?	-7%	1%	4%	1%
O=C(CCc1ccc(S(=O)(=O)NCCc2ccccc2)cc1)Nc1ccc2c(c1)OCO2	-1%	-5%	-15%	1%	-2	3%	2%	-8%	-4%	8%	1%
Cc1ccc(SCC(=O)OCC(=O)NC(C)c2ccc(F)cc2)cc1 (stereo not drawn)	5%	-4%	-7%	6%	6	0%	5%	0%	-6%	6%	-6%
CCOC(=O)Cn1c(S(=O)(=O)Cc2ccccc2Cl)nc(-c2ccccc2)c1-c1ccccc1	?	-2%	8%	3%	-11	10%	?	10%[7.66 µM]	0%	.	-1%
CCCn1cc(CN2CCC(n3nccc3NC(=O)c3ccccc3)CC2)c(C)n1	0%	1%	-6%	12%	19	-1%	-14%	-22%	-1%	-2%	1%
CCN(CC)S(=O)(=O)c1ccc(C(=O)NCCSc2c[nH]c3ccccc23)cc1	?	-2%	1%	-1%	-1	-3%	?	6%	-4%	-6%	-2%
CCOC(=O)N1CCC(N2CCCC(C(=O)c3ccc4cc(OC)ccc4c3)C2)CC1 (stereo not drawn)	?	1%	-27%	1%	5	23%	23µM*	-47%[inhibitor]	2%	5%	1%
Cn1cc(CN2CCN(c3ccccc3)CC2)c2ccccc21	0%	-3%	-8%	-9%	10	-7%	-5%	-6%	-1%	9%	-3%
Cc1cc(-c2ccccc2)nc2cc(C(=O)OC(C)C)nn12	?	1%	2%	17%	7	3%	-15%	-21%	72%[activator]	1%	1%
O=C(c1ccc(S(=O)(=O)Nc2ccccc2F)cc1)N1CCCCCC1	-4%	0%	3%	-8%	3	14%	6%	0%	-5%	3%	0%
O=S(=O)(c1ccccc1)c1nc(-c2ccc(Cl)cc2)oc1NCCCN1CCOCC1	4%	-1%	-21%	-3%	1	1%	7%	1%	-2%	1%	-3%
COc1ccc(CC(=O)Nc2ccc(-c3csc(C)n3)cc2)cc1	-11%	0%	-3%	5%	-10	4%	-1%	5%	-2%	0%	1%
Cc1cc(=O)oc2c(C)c(OCC(=O)NCCCN3CCCC3=O)ccc12	-8%	-2%	0%	-3%	0	-1%	22%	-16%	1%	10%	11%
COC(=O)c1c(NC(=O)CN2CCC3(O)CCCCC3C2c2ccc(F)cc2)sc(C)c1C (stereo not drawn)	?	-4%	-3%	5%	2	30%	-11%	24%	-11%	0%[46.1 µM]	3%
O=C(NCCc1nc2ccc(Cl)cc2[nH]1)C1CCC(=O)N(Cc2cccc(F)c2)C1 (stereo not drawn)	-2%	-2%	-5%	20%	-4	0%	20%	3%	-1%	.	2%
Cc1ccc(C2C3=C(CC(C)(C)CC3=O)Nc3n[nH]c(C)c32)cc1 (stereo not drawn)	0%	-5%	-3%	1%	4	2%	-1%	-24%	12%	-1%	-1%
CC(=O)Oc1cccc(C(=O)Nc2ccccc2C(=O)N2CCCC2)c1	-2%	.	-4%	-4%	0	0%	14%	15%	0%	3%	2%
CCN(Cc1ccncc1)Cc1nc(Cc2ccccc2Cl)no1	7%	-3%	-4%	3%	-4	2%	?	-10%	7%	6%	2%
COc1cccc(NC(=O)CN(C)C(=O)Cc2ccc(Cl)cc2Cl)c1	-1%	0%	-4%	0%	7	-2%	-1%	5%	-5%	-17%	-1%
CCc1nn(C(C)C(=O)NCCc2ccc(OC)c(OC)c2)c(=O)c2cc3occc3n12 (stereo not drawn)	?	-12%	5%	-14%	-6	-10%	-2%	-10%	3%	7%	2%
C/C(=N\N=C1/SC(CC(=O)O)C(=O)N1c1ccccc1)c1ccc(C)cc1 (stereo not drawn)	9%	0%	-3%	-4%	-7	6%	0%	30%	2%	4%	2%
COc1ccc(OCCSc2ncnc3nc[nH]c23)cc1	-19%	0%	12%	-2%	-9	4%	-1%	12%	0%	-2%	-3%
Cc1ccc(C2C(C#N)=C(N)N(c3cccnc3)C3=C2C(=O)CCC3)c(C)c1 (stereo not drawn)	0%	0%	-1%	-1%	-1	0%	17%	-9%	-2%	.	5%
CCS(=O)(=O)c1ccc2c(c1)N(S(=O)(=O)c1ccc(OC)cc1)CC(C(=O)O)O2 (stereo not drawn)	17%	-7%	14%	13%	88	-1%	2%	-5%	3%	-5%	1%
Cc1cccc(NS(=O)(=O)c2ccc(C)c(C(=O)NCc3ccccn3)c2)c1	6%	-2%	3%	1%	7	-6%	-18%	2%	-1%	0%	-1%
CCSc1nc2sc3c(c2c(=O)n1-c1ccc(OC)cc1)CCN(C)C3	3%	-11%	6%	6%	0	-6%	-23%	-17%	2%	4%	3%
CC(C)CNC(=O)c1ccc(NC(=O)c2ccccc2[N+](=O)[O-])cc1	0%	-2%	3%	0%	-3	-3%	-7%	18%	-1%	-8%[46.1 µM]	-1%
Cn1c2c(c(=O)n(C)c1=O)CN(Cc1ccc3c(c1)OCO3)CN2	?	-2%	5%	8%	1	0%	3%	32%	-2%	3%	0%
CCCc1cc(-c2[nH]ncc2-c2ccc3c(c2)OCCCO3)c(O)cc1O	?	0%	18%	3%	-8	12%	21µM*	-4%[7.66 µM]	-8%	-6%	-6%

Assay outcomes: PubChem BioAssay, National Center for Advancing Translational Sciences (NCATS)
